# HT1080 cytotoxicity – HT1080 cell viability loss – fluorescence readout (AID 620); HT1080 viability, fluorescence; higher % means a stronger effect; cytotoxicity, % at 10 µM, or EC50 in µM where a hit was titrated; 0.42% of 87,000 active;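 note: cells exposed to compound overnight then 4 h with Alamar Blue; 0% = vehicle DMSO and 100% = killing control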
# KRASV12 cytotoxicity – viability loss of HPDE-C7K cells – cell-based, fluorescence, HTS, primary screen (AID 431); 1.7% of 63,000 active; one-dose cytotoxicity, % at 10 µM; EC50 in µM for titrated hits; HPDE-C7K KRASV12 cells, Alamar Blue viability, 48 h; higher % means a stronger effect;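 active = compounds whose percent cytotoxicity in the single-dose primary screen, scaled between solvent and toxic-drug controls, exceeds 50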;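 note: 0% = DMSO solvent wells and 100% = doxorubicin-treated wells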
# MK inhibit – inhibitors of Streptococcus pneumoniae mevalonate kinase. purified MK, PK/LDH-coupled NADH absorbance 340 nm. inhibition, % at 10 µM. 0.48% of 65,000 active;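 active = ranked among the strongest by inhibition in the single 10 µM screen, a fixed top-ranked set picked for dose follow-up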; note: no value below 0 was filed
# HPDE-C7 viability – cytotoxicity in HPDE-C7 cells, cell-based, fluorescence, HTS (AID 430). cytotoxicity, % at 10 µM, or EC50 in µM where a hit was titrated. 1.8% of 63,000 active. HPDE-C7 pancreatic duct cells viability, fluorescence; higher % means a stronger effect;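 note: cells exposed to compound for 48 hours before viability readout; 0% = vehicle and 100% = reference cytotoxic drug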
# Alkaline phosphatase – human TNAP enzyme inhibitors, biochemical, luminescent (AID 518); 0.09% of 64,000 active; one-dose inhibition, % at 20 µM; IC50 in µM for titrated hits; purified TNAP enzyme, luminescent substrate readout; higher % means a stronger effect; in the data active = a potency from the dose series; inactive = the rest, 99 in 100 with inhibition below about 22%;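 note: plate controls were vehicle for no effect and reference inhibitor for full effect; many of its hits are not listed in these tables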
# LYP inhibition – LYP phosphatase inhibitors, primary screen, biochemical, DiFMUP fluorescence, recombinant catalytic domain, 10 µM (AID 606); recombinant LYP catalytic domain, DiFMUP fluorescence; higher % means a stronger effect; inhibition, % at 10 µM; hits with a dose series show IC50 in µM; 52,000 tested, under 10 active;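 active = IC50 under 40 µM in the dose-response test; inactive = IC50 of 40 µM or more, or never dose-tested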
# DPM-DC inhibit – inhibitors of Streptococcus pneumoniae diphosphomevalonate decarboxylase. purified DPM-DC, PK/LDH coupled NADH fluorescence. AID 556. calls only at 10 µM. 0.49% of 65,000 active;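 active = the 320 compounds with the highest percent inhibition in the single-dose primary screen, excluding strongly autofluorescent ones, cut at about 32% in these data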;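 note: kinetic rate of NADH fluorescence loss reporting ADP formed by the decarboxylase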
# Bfl-1 inhibitors – Bfl-1 inhibitors, primary screen, biochemical, fluorescence polarization, FITC-Bid, mouse (AID 432) | FITC-Bid BH3 peptide fluorescence polarization displacement; higher % means a stronger effect | 0.02% of 64,000 active | displacement, % at 20 µM, or IC50 in µM where a hit was titrated; in the data active = a potency from the dose series; inactive = the rest, 99 in 100 with displacement below about 15%; note: strong numbers were not always called active
# PMK inhibit – inhibitors of Streptococcus pneumoniae phosphomevalonate kinase. purified PMK, PK/LDH-coupled NADH absorbance 340 nm. inhibition, % at 10 µM. 0.49% of 65,000 active;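 active = top-ranked compounds by inhibition in the single 10 µM screen, taking a fixed number of the strongest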;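 note: 0% = full reaction with DMSO carrier and 100% = background rate without enzyme reaction; no value below 0 was filed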
# PMK inhibit pilot replicates – second read-out of PMK inhibit, no call of its own (marks repeat the call); inhibition, %; measured here: pilot screen replicates
# MK inhibit pilot replicates – also measured in MK inhibit; calls as there; inhibition, %; measured here: pilot screen replicates
# DPM-DC inhibit pilot screen % – second read-out of DPM-DC inhibit, no call of its own (marks repeat the call); inhibition, %; measured here: pilot screen trials
# * hit, by the source's call; i = inactive; . = not tested or not shown. Cut-off read from the data, not from the text of the source, unless noted: active = cytotoxicity above about 50%; inactive = the rest.
SMILES,HT1080 cytotoxicity,KRASV12 cytotoxicity,MK inhibit,HPDE-C7 viability,Alkaline phosphatase,LYP inhibition,DPM-DC inhibit,Bfl-1 inhibitors,PMK inhibit,others
COc1cccc(OC)c1OCCNCCO,5%,-22%,0,-21%,6%,8%,i,-2%,1,PMK inhibit pilot replicates=0.5;MK inhibit pilot replicates=0.0;DPM-DC inhibit pilot screen %=0.5
Cc1ccc(C)c(NC(=O)C2CC(O)CN2C(=O)OCc2ccccc2)c1 (stereo not given),1%,-16%,0,-12%,16%,.,i,2%,0,
COCCNC(=O)CN1CCN(C(c2ccccc2)c2ccccc2)CC1,-4%,-16%,35,-23%,-2%,.,i,2%,0,PMK inhibit pilot replicates=5.5;MK inhibit pilot replicates=2.0;DPM-DC inhibit pilot screen %=0.0
COc1cccc(C2=CC(c3ccc(C)cc3)n3ncnc3N2)c1 (stereo not given),-1%,-24%,10,-12%,6%,-7%,i,14%,1,
O=C(NCc1ccc2c(c1)OCO2)c1ccc2c(=O)n(C3CCCC3)c(=O)[nH]c2c1,-4%,-4%,6,3%,0%,1%,i,2%,0,
COc1ccc(Cn2nnnc2C(c2ccccc2Cl)N2CCN(C)CC2)cc1 (stereo not given),8%,1%,7,7%,9%,5%,i,0%,17,
CCCOc1ccc(N2CC(C(=O)Nc3ccccc3C(=O)NCc3ccco3)CC2=O)cc1 (stereo not given),-3%,.,12,.,3%,18%,i,-8%,5,
CCN(Cc1cc2ccc(C)cc2[nH]c1=O)C(=O)c1ccncc1,-10%,-23%,7,-6%,0%,.,i,2%,13,
CS(=O)(=O)NCCCc1ccccc1,-7%,-4%,6,-6%,1%,16%,i,-8%,12,
COc1ccc(NS(=O)(=O)c2ccc3c(c2)oc(=O)n3C)c(OC)c1,-10%,5%,3,21%,6%,-1%,i,1%,1,
CCc1ccc(OCC(=O)N(C)C2CCS(=O)(=O)C2)cc1 (stereo not given),10%,3%,8,3%,7%,19%,i,-11%,14,
Cc1c(C(=O)NCc2ccco2)sc2nc(-c3ccccc3)cn12,7%,16%,9,7%,7%,2%,i,3%,10,
CC1CCCC(C)N1CCNC(=O)Cn1nc(-c2ccccc2)ccc1=O (stereo not given),2%,5%,0,0%,7%,-1%,i,5%,15,
O=C(Cc1cccs1)Nc1ccc2c(c1)C(=O)OC2,2%,2%,4,-3%,10%,-20%,i,0%,4,
COC(=O)C1=C(C)NC2=C(C(=O)CCC2)C1c1coc2ccccc2c1=O (stereo not given),4%,3%,11,-1%,7%,-7%,i,-2%,14,PMK inhibit pilot replicates=8.5;MK inhibit pilot replicates=3.5;DPM-DC inhibit pilot screen %=13
COc1ccc(OCc2cccc(C(=O)N3CCCC3)c2)cc1,17%,-3%,7,-2%,9%,15%,i,-8%,19,
COc1ccc(N(CC(=O)NCCSc2ccccn2)S(C)(=O)=O)cc1Cl,1%,2%,7,-14%,14%,3%,i,-8%,0,
CC(=O)c1cccc(NC(=O)c2ccco2)c1,6%,6%,8,4%,6%,.,i,-6%,6,
O=C(Nc1ccc(C(=O)N2CCCC2)cc1)c1ccccc1F,15%,-2%,0,-10%,1%,12%,i,0%,0,
COc1ccc(OC)c(NC(=O)C2CCN(S(=O)(=O)c3cccs3)CC2)c1,.,-11%,0,-1%,10%,10%,i,-3%,1,

# Reprinted from the part before: 5 entries, then new ones.
SMILES,HT1080 cytotoxicity,KRASV12 cytotoxicity,MK inhibit,HPDE-C7 viability,Alkaline phosphatase,LYP inhibition,DPM-DC inhibit,Bfl-1 inhibitors,PMK inhibit,others
COc1ccc(OCc2cccc(C(=O)N3CCCC3)c2)cc1,17%,-3%,7,-2%,9%,15%,i,-8%,19,
COc1ccc(N(CC(=O)NCCSc2ccccn2)S(C)(=O)=O)cc1Cl,1%,2%,7,-14%,14%,3%,i,-8%,0,
CC(=O)c1cccc(NC(=O)c2ccco2)c1,6%,6%,8,4%,6%,.,i,-6%,6,
O=C(Nc1ccc(C(=O)N2CCCC2)cc1)c1ccccc1F,15%,-2%,0,-10%,1%,12%,i,0%,0,
COc1ccc(OC)c(NC(=O)C2CCN(S(=O)(=O)c3cccs3)CC2)c1,.,-11%,0,-1%,10%,10%,i,-3%,1,
Cc1ccccc1-n1nnnc1SCC(N)=O,12%,-8%,2,-7%,3%,5%,i,-4%,8,
CCOC(=O)CSC1=C(C#N)C(c2ccc(OC)cc2)C2=C(CC(C)(C)CC2=O)N1 (stereo not given),-6%,1%,5,3%,3%,4%,i,-4%,9,
Cc1cc(N2CCOCC2)nc(NCc2ccccc2)n1,-3%,-2%,10,0%,15%,.,i,-8%,15,
CCOC(=O)c1c(NC(=O)Cc2cccs2)sc2c1CCCC2,-19%,-1%,0,4%,17%,.,i,-9%,16,
COc1ccc(/C(O)=C2\C(=O)C(=O)N(CCN3CCOCC3)C2c2ccccc2OC)cc1 (stereo not given),0%,8%,8,2%,8%,3%,i,0%,9,
COc1cc(CC(=O)Nc2sccc2C(N)=O)cc(OC)c1OC,4%,-30%,3,-4%,10%,.,i,-28%,13,
O=C(CCC(=O)N(CC(=O)NC1CCCCC1)c1ccc2c(c1)OCO2)Nc1ccccn1,35%,-8%,0,-23%,9%,13%,i,3%,16,
Cc1ccccc1NC(=O)C1CCCN1C(=O)NC1CCCCC1 (stereo not given),2%,5%,0,3%,19%,.,i,4%,5,
CCCn1c(=O)c2ccccc2n2c(SCc3cc(=O)n4ccsc4n3)nnc12,4%,-9%,0,-7%,13%,5%,i,9%,14,PMK inhibit pilot replicates=0.0;MK inhibit pilot replicates=2.0;DPM-DC inhibit pilot screen %=0.0
CCS(=O)(=O)c1ccc(NC(=O)c2ccccc2Cl)c(O)c1,-6%,3%,7,4%,11%,-1%,i,3%,1,
O=C(c1cc2cc(Cl)cc(Cl)c2oc1=O)N1CCOCC1,-3%,10%,2,11%,19%,-5%,i,-4%,3,PMK inhibit pilot replicates=4.0;MK inhibit pilot replicates=1.0;DPM-DC inhibit pilot screen %=0.5
CC(C)c1ccc2oc(=O)cc(CN3CCN(c4ccccc4)CC3)c2c1,-11%,15%,5,14%,14%,.,i,-7%,5,
O=S(=O)(NC1CC1)c1cccc(S(=O)(=O)N2CCCC2)c1,3%,10%,13,4%,6%,8%,i,-3%,7,
COc1ccc(S(=O)(=O)N2CCC(C(=O)Nc3ccccc3C)CC2)c2cccnc12,.,-4%,4,-5%,5%,.,i,-8%,0,
CC(=NCc1ccco1)c1c(O)n(C2CCCCC2)c(=O)[nH]c1=O,-8%,-2%,13,-5%,8%,.,i,-4%,10,
COc1ccc(-n2c(C)c(C(C)=O)c(C(C)=O)c2C)cc1OC,2%,3%,0,10%,-2%,12%,i,-1%,2,
COc1cccc(CNCC(=O)N2C(C)CCCC2C)c1 (stereo not given),0%,-7%,34,-9%,10%,.,i,0%,3,
CC(=O)Nc1cccc(NC(=O)CSc2nnc(Cc3cccn3C)n2CCc2ccccc2)c1,-4%,-8%,10,-3%,6%,9%,i,-3%,14,
CCOC(=O)N1CCN(C(=O)CN(c2cccc(C)c2)S(=O)(=O)c2ccccc2)CC1,0%,-11%,10,-28%,7%,-10%,i,-4%,0,
CCN(CCCNC(=O)C1CCCN(S(=O)(=O)CC)C1)c1cccc(C)c1 (stereo not given),-3%,-6%,6,1%,3%,-2%,i,2%,8,
COc1ccccc1-c1nnc(SCC(=O)OC(C)C)o1,-2%,-1%,10,1%,6%,-2%,i,-3%,5,
CC(=O)CC1OC(=O)C(Br)=C1NCc1ccccc1 (stereo not given),4%,9.8µM*,0,7.3µM*,8%,0%,i,4%,14,
O=C(O)C1Cc2c([nH]c3ccccc23)C(c2ccc3c(c2)OCO3)N1 (stereo not given),2%,-13%,11,-10%,8%,.,i,-3%,9,
Cc1ccc(S(=O)(=O)N2CCCCC2C(=O)NCc2ccco2)cc1 (stereo not given),-6%,-9%,3,-6%,1%,9%,i,2%,14,
CN(C)c1cccc2c(S(=O)(=O)Nc3ccccn3)cccc12,-25%,-8%,10,-5%,3%,6%,i,-4%,12,PMK inhibit pilot replicates=0.0;MK inhibit pilot replicates=0.0;DPM-DC inhibit pilot screen %=2.0
CCc1ccccc1NS(=O)(=O)c1ccc2[nH]cc(C(=O)NCC3CCCO3)c(=O)c2c1 (stereo not given),3%,-6%,5,-12%,8%,15%,i,-4%,11,
COc1ccc(N2CC(C(=O)NCCCN3CCOCC3)CC2=O)cc1 (stereo not given),5%,11%,51*,3%,9%,.,i,3%,0,
O=C(CCCCCN1C(=O)c2ccccc2C1=O)NCc1ccco1,-6%,-5%,8,4%,-8%,17%,i,-13%,0,
Cc1cc(Cl)cc2c1NC(=O)[C@]21[C@@H]2C(=O)N(Cc3ccccc3)C(=O)[C@@H]2[C@@H]2CCCN21,-10%,22%,5,18%,10%,.,i,-7%,7,PMK inhibit pilot replicates=4.0;MK inhibit pilot replicates=3.5;DPM-DC inhibit pilot screen %=1.5
COc1ccc(N(CC(=O)N2CC=C(c3ccccc3)CC2)S(=O)(=O)c2c(C)noc2C)cc1,4%,3%,1,1%,4%,15%,i,-6%,0,
CCN1CCCC1CNC(=O)Cn1cccc1C(=O)c1ccccc1 (stereo not given),4%,0%,0,-5%,12%,.,i,-6%,6,
O=C(Cn1cnc2c(nnn2Cc2ccc(Cl)cc2)c1=O)N1CCN(c2ccccc2)CC1,4%,15%,0,20%,8%,19%,i,-2%,4,
CCC(C)Oc1ccccc1C1CC(=O)NC2=C1C(=O)CCC2 (stereo not given),19%,29%,0,30%,7%,6%,i,-4%,14,
CCc1cc2c(=O)c(-c3nc4ccccc4[nH]3)coc2c(CN2CCCC(C)C2)c1O (stereo not given),-4%,-7%,9,-13%,-1%,14%,i,1%,14,
CCOC(=O)C1CCCN(CC(=O)Nc2c(C(=O)OC)[nH]c3ccc(C)cc23)C1 (stereo not given),-4%,7%,12,-8%,8%,.,i,-7%,12,
CCOC(=O)CS(=O)(=O)c1nc(-c2ccccc2)cc(C(F)(F)F)n1,8%,34%,10,27%,18%,.,i,3.7µM*,6,PMK inhibit pilot replicates=4.5;MK inhibit pilot replicates=3.5;DPM-DC inhibit pilot screen %=2.0
O=c1[nH]c(=O)n(CCOc2ccc(Cl)cc2)cc1Br,-14%,-7%,7,-2%,5%,8%,i,-4%,17,
CCS(=O)(=O)N1CCN(CC2CC3C=CC2C3)CC1 (stereo not given),.,-4%,39,3%,0%,.,i,-7%,8,
CC(=O)c1ccc(N2CCN(C(=O)c3cc4c(=O)n(C)c5ccccc5c4n3C)CC2)cc1,5%,-20%,7,-6%,-2%,.,i,1%,2,
Cc1ccc(S(=O)(=O)NC(CC(=O)NCC2CCCO2)c2ccco2)cc1 (stereo not given),5%,4%,9,-10%,8%,8%,i,2%,1,

# Assay outcomes as filed in PubChem.
